Eya2 inh = blocks the phosphatase activity of human Eya2; 330,000 compounds, 0.006% hits; recombinant Eya2, OMFP fluorescence dephosphorylation (OMFP is methylfluorescein phosphate); O00167; Potency, µM (highest dose often 76.9 µM), without a hit: at the highest dose activity, negative = inhibition, usual class: inhibitors; AID 488837; further: potency means the concentration at half of the fitted maximal effect; on the % scale 0 is the no-effect control and ±100 the full control effect
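Eya2 protein (added as 0.2 uM solution) was preincubated with compound for 10 min at ambient temperature in 50 mM HEPES pH 7.5, 50 mM NaCl, 5 uM MgCl2, 0.05% BSA, 1 mM DTT. OMFP (added at 50 uM) then reacted 10 min; fluorescence read at 485/525 nm.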
Mito fusion yeast = blocks mitochondrial division or promotes mitochondrial fusion; S. cerevisiae fusion-defective mutant growth rescue, CellTiterGlo 48 h; Potency, µM (highest dose often 46.1 µM), without a hit: top-dose growth rescue (activation), usual class: activators; 320,000 compounds, 0.23% hits; AID 485298;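 further: potency means the concentration at half of the fitted maximal effect; % of control where 0% means no effect; nearly all actives have a fitted effect of over 45% in size; temperature-sensitive fusion mutants such as fzo1-1 at 37 °C on non-fermentable ethanol glycerol medium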
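S. cerevisiae fusion-defective temperature-sensitive mutants (e.g. fzo1-1, mgm1-5) grown 48 h at 37C in YPEG (ethanol/glycerol non-fermentable) medium with 23 nl compound per well; growth rescue read as CellTiterGlo luminescence.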
TSHR antagonist = human thyrotropin receptor antagonism; TSHR-expressing cells, TSH-stimulated cAMP HTRF, 2 h; stronger effect = lower value; activity change, negative = inhibition, % at 11.5 µM; 330,000 compounds, 0.2% hits; AID 504810;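 active means activity change below a set negative limit, meaning inhibition stronger than a set level, cut at about -70% in these data; inconclusive means activity change between two set negative limits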; further: on the % scale 0 is the no-effect control and ±100 the full control effect
Target sequence (P16473 whole entry, looked up): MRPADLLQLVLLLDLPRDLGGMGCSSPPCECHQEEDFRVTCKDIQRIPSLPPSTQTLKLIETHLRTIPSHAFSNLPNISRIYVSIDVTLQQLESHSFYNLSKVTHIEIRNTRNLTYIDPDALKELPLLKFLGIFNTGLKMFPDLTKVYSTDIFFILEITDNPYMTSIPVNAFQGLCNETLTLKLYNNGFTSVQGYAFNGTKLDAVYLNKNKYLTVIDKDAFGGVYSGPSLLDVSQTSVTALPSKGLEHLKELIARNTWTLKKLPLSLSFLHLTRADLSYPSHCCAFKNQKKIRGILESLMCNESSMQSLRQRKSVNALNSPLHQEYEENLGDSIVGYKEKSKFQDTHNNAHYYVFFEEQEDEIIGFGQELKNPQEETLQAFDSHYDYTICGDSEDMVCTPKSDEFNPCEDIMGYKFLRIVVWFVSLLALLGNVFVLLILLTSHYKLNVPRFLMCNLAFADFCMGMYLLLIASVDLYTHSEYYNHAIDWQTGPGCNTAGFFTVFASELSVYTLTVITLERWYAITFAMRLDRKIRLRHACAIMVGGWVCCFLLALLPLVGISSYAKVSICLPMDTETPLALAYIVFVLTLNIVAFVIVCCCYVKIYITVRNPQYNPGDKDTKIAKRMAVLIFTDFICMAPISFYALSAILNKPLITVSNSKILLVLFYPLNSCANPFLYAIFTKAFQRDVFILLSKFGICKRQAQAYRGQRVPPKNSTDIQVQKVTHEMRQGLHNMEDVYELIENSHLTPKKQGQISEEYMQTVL
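TSHR-expressing cells were treated with compounds, then stimulated with TSH at EC80 (4nM final) for 2 hours at 37 deg C. Cellular cAMP was measured by HTRF competition between lysate cAMP and cAMP-d2 for a cryptate-labelled anti-cAMP antibody.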
uPA generation = cell surface uPA generation inhibition; cell surface uPA generation assay, qHTS; Potency, µM (doses to about 38.3 µM), inactives show at the top dose activity change, negative = inhibition, usual class: inhibitors; 330,000 compounds, 0.31% hits; AID 540303; active means well fitted inhibition curve with a large enough effect; inconclusive means small, poorly fitted or top-dose-only effect; inactive means no such curve, though single readings can be large or run the other way; tested in mouse RAW 264.7 cells; further: potency means the concentration at half of the fitted maximal effect; on the % scale 0 is the no-effect control and ±100 the full control effect; nearly all actives have a fitted effect of over 55% in size
B2AR arrestin = agonists driving beta-arrestin recruitment to human beta2-adrenergic receptor; P07550; beta-arrestin recruitment to beta2AR, cell-based reporter; Potency, µM (top dose mostly 46.1 µM), without a hit: at the highest dose activation, usual class: activators; 330,000 compounds, 0.02% hits; AID 492947;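 further: potency means the concentration at half of the fitted maximal effect; 0% = DMSO controls and full agonism = EC100 isoproterenol or metaproterenol; nearly all actives have a fitted effect of over 65% in size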
ELG1 repair inh = blocks ELG1-dependent DNA repair in HEK293T cells. HEK293T ELG1-luciferase reporter, luminescence, 16 h; DNA damage induced by 5-fluorouridine. Potency, µM (series often up to 46.1 µM), for the others: at the top dose activity change, negative = inhibition, most hits filed as inhibitors. 330,000 compounds, 2.3% hits. AID 504467; further: potency means the concentration at half of the fitted maximal effect; on the % scale 0 is the no-effect control and ±100 the full control effect; nearly all actives have a fitted effect of over 55% in size
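HEK293T cells expressing luciferase-tagged ELG1 (2,000/well) received 5-Fluorouridine plus compound or DMSO for 16 hr at 37 °C. Luciferase was read by ONE-Glo luminescence after 30 min at room temperature.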
PTAP TSG101 blk = blocks PTAP/TSG101 interaction to inhibit HIV-1 budding. AID 493005. Q99816. 340,000 tested, under 10 active. Fluorescence polarization, FITC-PTAP peptide / Tsg101 binding. Potency, µM (top dose mostly 115 µM), for the others: at the top dose activity change, negative = inhibition, most hits filed as inhibitors; active means well fitted inhibition curve with a large enough effect in the main read-out, with a control signal flat, not every such curve was filed as active; inconclusive means small, poorly fitted or top-dose-only effect, or effect the other way, or a change in a side signal; inactive means no such curve, though single readings can be large or run the other way; further: potency means the concentration at half of the fitted maximal effect; % of control where 0% means no effect
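Fluorescence polarization binding of Tsg101 binding domain (10 uM final) to FITC-labeled PTAP peptide (50 nM final) in HEPES pH 7.5 buffer with NaCl, Tween 20, EDTA, TCEP. Compounds added before peptide; binding 20 min at RT.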
USP2a inh = blocks human ubiquitin-specific protease USP2a | USP2 core, Ub-CHOP2 coupled fluorogenic reporter, 485/531 | Potency, µM (top dose mostly 38.3 µM), without a hit: at the highest dose activity change, negative = inhibition, hits mostly inhibitors | 330,000 compounds, 0.01% hits | AID 463254;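 further: potency means the concentration at half of the fitted maximal effect; plate controls were DMSO wells for no effect and full inhibition by NEM control for full effect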
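Deubiquitinase activity read as fluorescence (485/531 nm) after Ub-CHOP2 cleavage activates the enterokinase reporter on its substrate; USP2 core 10nM, Ub-CHOP2 and substrate 25nM each, 30min compound preincubation then 60min RT; data normalized to NEM, curves fitted.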
Tb PFK inh = T. brucei PFK enzyme inhibition | O15648 | T. brucei PFK, ADP-Glo luminescence | Potency, µM (highest dose often 57.5 µM), inactives show top-dose activity, negative = inhibition, most hits filed as inhibitors | 330,000 compounds, 0.17% hits | AID 485367;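 further: potency means the concentration at half of the fitted maximal effect; 0% = uninhibited 1x PFK enzyme wells and -100% = no-enzyme wells; nearly all actives have a fitted effect of over 60% in size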
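Activity is normalized to no-enzyme wells (full inhibition) and 1.25 nM enzyme wells (no inhibition). Reaction: 0.5 mM F6P, 0.1 mM ATP, 45 min RT, ADP-Glo luminescence; concentration-response curves fitted and classed by quality.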
TCR activator = T cell receptor activation | primary human leukocytes, anti-CD3, IL-2 HTRF, 48 h | Potency, µM (series often up to 9.22 µM), for the others: at the top dose activation of IL-2 secretion, actives largely listed as activators | 330,000 tested, under 10 active; further: % of control where 0% means no effect
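Readout: HTRF IL-2, Eu-cryptate/d2 antibody pair, 320nm excitation, 665nm emission. Stimulus: a-CD3 beads, no co-stimulation. Cells: primary human leukocytes. Exposure: 48 hr with compound.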
BCR signal inh = chronic active BCR signaling inhibition; ABC-DLBCL IkBa-CBG/CBR reporter, luminescence ratio, 4 h; Potency, µM (doses to about 46.1 µM), for inactives: at the top dose ratio change, negative = lower green/red ratio, most hits filed as inhibitors; 340,000 compounds, 0.05% hits; active means well fitted inhibition curve with a large enough effect in the signal ratio, with a control signal flat, not every such curve was filed as active; inconclusive means small, poorly fitted or top-dose-only effect, or effect the other way, or a change in a side signal; the % refers to the signal ratio;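 further: potency means the concentration at half of the fitted maximal effect; plate controls were basal doxycycline-induced cells for no effect and cells given 10 µM MG132 for full effect; MG132 reads +100%, hits lower the ratio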
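TMD8 human ABC-DLBCL cells with doxycycline-inducible IκBα–green luciferase fusion and unfused red luciferase, in 0.5% FBS medium; compounds up to 46 uM, 4 h at 37C. Green/red luminescence ratio, filter-overlap corrected, fitted to concentration-response curves.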
* hit, by the source's call; ? = inconclusive; / = not tested or not shown; [ ] = dose if it differs, or a comment. Unless noted, the call rests on the fitted dose curve; in most records, active means well fitted curve in the direction sought with a large enough effect; inconclusive means small, poorly fitted or top-dose-only effect, or another doubt; inactive means no such curve, though single readings can be large; an effect the other way counts as inactive or inconclusive.

SMILES	Eya2 inh	Mito fusion yeast	TSHR antagonist	uPA generation	B2AR arrestin	ELG1 repair inh	PTAP TSG101 blk	USP2a inh	Tb PFK inh	TCR activator	BCR signal inh
O=C(O)[C@@H]1CCCN1C(=O)COc1ccc2c3c(c(=O)oc2c1)CCC3	-12%	1%	0	1%	-0.1%	-21%	-12%	0%	0%	10%	-11%
Nc1nnc(CCS(=O)(=O)c2ccc(Cl)cc2)s1	1%	0%	1	7%	-0.2%	-1%	-6%	0%	-10%	0%	3%
COc1ccc(-n2nc(C(=O)NCC(=O)N3CCC(C)CC3)c3ccccc3c2=O)c(OC)c1	1%	9%	-12	?	0.3%	?	-3%	1%	12%	0%	1%
CC(C)(C)c1ccc(-c2nnc(NC(=O)c3ccccc3)s2)cc1	6%	-1%	15	-1%	0.1%	?	-4%	-1%	2%	3%	7%
CC(=O)NCCSc1ccc(S(=O)(=O)N2CCCC2)cn1	13%	2%	6	-6%	0.1%	20%	-4%	-4%	0%	1%	-3%
CCNc1nc(NCC)nc(C(=O)Nc2ccccc2)n1	-1%	3%	-18	-5%	-0.1%	7%	-2%	2%	1%	9%	0%
CN(C)NC1CCS(=O)(=O)C1 (configuration not stated)	-6%	0%	7	0%	-0.6%	0%	-13%	-8%	0%	-15%	-8%
Cc1nc2nc(SCC(=O)NCCN3CCOCC3)nn2c(C)c1Cc1ccccc1	1%	-10%	-1	1%	0.5%	20%	-7%	1%	-5%	6%	0%
Cc1cc(C)c(OCCN2C(=O)NC(C)(C)C2=O)c(Cl)c1	7%	4%	6	6%	0.2%	17%	-8%	0%	5%	4%	?
CC(C)OC(=O)CSc1nnc(Cc2ccccc2)n1CC1CCCO1 (configuration not stated)	-29%	0%	-4	-1%	0.2%	0%	-8%	2%	0%	0%	6%
COc1ccc(NC(=O)C2CCCN2S(=O)(=O)c2ccc3c(c2)CCC(=O)N3)cc1 (configuration not stated)	-23%	-3%	3	2%	-0.3%	-6%	0%	1%	0%	3%	-4%
COc1ccccc1CC(=O)NNC(=O)c1cccs1	1%	4%	1	-5%	-0.3%	11%	1%	1%	-3%	-4%	?
COc1ccc(S(=O)(=O)N(C)c2ccc(C(=O)NCc3ccco3)cc2)cc1	-14%	-1%	1	30%	0.0%	-24%	-2%	2%	2%	14%	8%
C#CCn1c(S(=O)(=O)Cc2ccccc2Cl)nc(-c2ccccc2)c1-c1ccccc1	-23%	-2%	2	2%	-0.1%	1%	-3%	0%	1%	-4%	2%
CCCOc1ccc(C2C3=C(Nc4nc(N)[nH]c(=O)c42)c2ccccc2C3=O)cc1 (configuration not stated)	-12%	1%	-5	-1%	-0.3%	15%	2%	8%	1%	-6%	-1%
O=C(CN(Cc1ccccc1)C(=O)CCC(=O)Nc1nccs1)NCC1CCCO1 (configuration not stated)	?	-6%	-4	-2%	-0.3%	16%	4%	3%	1%	-2%	3%
COc1ccccc1NC(=S)NNC(=O)c1c(Cl)c(C)nn1C	-6%	2%	-22	-2%	0.0%	?	2%	0%	1%	-29%	-5%
COc1ccccc1C(=O)NCc1n[nH]c(=S)n1Cc1ccccc1	9%	14%	12	3%	-0.5%	-8%	-5%	2%	0%	1%	-7%
O=C(OCCN1C(=O)c2ccccc2C1=O)Oc1ccccc1	1%	-2%	-1	4%	0.4%	?	-1%	-9%	0%	-6%	-12%
Clc1ccc2c(N/N=C/c3cccnc3)ccnc2c1	-12%	-3%	13	-2%	0.2%	?	-2%	-4%	0%	4%	?
CC(C)CC(=O)CC1(O)C(=O)Nc2ccccc21 (configuration not stated)	4%	5%	8	12%	0.2%	0%	-3%	5%	-12%	7%	-3%
O=C(CSc1nnc(-c2ccccc2Br)o1)N1CCN(C(=O)c2ccco2)CC1	-2%	-5%	2	7%	-1.1%	?	-7%	-5%	3%	7%	-2%
CC(=O)NC(NC(=S)N1CCCCCC1)C(Cl)(Cl)Cl (configuration not stated)	10%	-4%	3	3%	0.3%	0%	-4%	3%	-1%	3%	-1%
COc1ccc(NC(=O)c2ccc3c(c2)CCN3S(=O)(=O)c2ccccc2)cc1	1%	-13%	-3	-3%	0.5%	?	-3%	1%	2%	11%	-22%
CN(Cc1nc(CC2CC2)no1)CC12CC3CC(CC(C3)C1)C2	18%	0%	-7	8%	-0.7%	5%	-7%	0%	1%	2%	-24%
Cc1ccc(C(=O)Oc2cc(N)n(S(=O)(=O)c3ccc(F)cc3)n2)cc1	6%	3%	0	5%	0.3%	-9%	-5%	0%	-1%	4%	-9%
CCOC(=O)CNC(=O)C1c2ccccc2Oc2ccccc21	-23%	1%	-14	-3%	0.0%	-4%	0%	0%	1%	/	-1%
CS(=O)(=O)N1CCC(C(=O)Nc2ccc(F)cc2F)CC1	-1%	-5%	7	3%	0.1%	?	-4%	-4%	-1%	0%[46.1 µM]	-5%
CCN(CC)CCNC(=O)Cn1cnc2sc(C)c(S(=O)(=O)N3CC(C)CC(C)C3)c2c1=O (configuration not stated)	13%	7%	2	-5%	0.5%	-2%	-1%	0%	1%	3%	11%
O=S(=O)(c1cccs1)n1cccn1	-5%	-2%	-3	0%	-0.2%	8%	-6%	0%	-6%	-4%	0%
CCOc1cc(C=C(C(=O)OC)C(=O)OC)ccc1OCc1ccc([N+](=O)[O-])cc1	-28%	-8%	-32	-12%	-0.3%	21µM*	-13%	0%	-1%	3%	?
COC(=O)[C@]1(Cc2ccccc2)N[C@H](CN(C)C(=O)Nc2ccc(C(F)(F)F)cc2)[C@@H]2C(=O)N(C)C(=O)[C@@H]21	-23%	/	15	7%	-0.4%	-1%	-1%	0%	0%	1%	-3%
CCOC(=O)c1c(NC(=O)CSc2nc3cc(Cl)ccc3c(=O)n2Cc2ccco2)sc(C(=O)N(C)C)c1C	-5%	0%	0	6%	0.1%	3.3µM*	1%	2%	17%	4%[46.1 µM]	-5%
O=C(Nc1nc2ccc(Cl)cc2s1)c1ccc(N2CCCCC2)c([N+](=O)[O-])c1	3%	3%	9	0%	-1.0%	?	1%	0%	-1%	6%[46.1 µM]	?
O=C(NCC(=O)N1CCN(C(c2ccccc2)c2ccccc2)CC1)c1ccccc1F	1%	0%	-21	3%	-0.1%	?	-2%	-1%	0%	14%	?
O=C(CCNc1ccc(Br)cc1)c1cccc([N+](=O)[O-])c1	2%	-6%	-7	-3%	0.0%	-5%	1%	-3%	-2%	6%	?
CCOC(=O)Cn1c(=O)n(Cc2ccco2)c(=O)c2ccc(C(=O)NCCc3ccccc3)cc21	-20%	1%	-9	-4%	0.5%	?	-2%	-5%	-9%	-4%	?
COc1cc(Cl)ccc1OCc1cc(C(=O)NCc2cc(C(C)C)no2)no1	4%	4%	-13	-22%	-0.4%	?	-4%	0%	0%	-6%	-6%
COc1ccc(/C=C(/NC(=O)c2cccc([N+](=O)[O-])c2)C(=O)O)cc1OC	3%	-1%	12	5%	-0.4%	6%	-2%	1%	-5%	/	-1%
CC(=O)c1ccc(Sc2nnc(C)s2)c([N+](=O)[O-])c1	-5%	-5%	-19	-12%	0.1%	?	-1%	3%	4%	-2%	?
Cc1ccc(NC(=O)c2ccc(Cl)c(N3C(=O)CCC3=O)c2)cc1	-2%	-2%	0	8%	-0.6%	-3%	-5%	0%	1%	5%	?
Cn1cnnc1SC1c2cccc3cccc(c23)C1NS(=O)(=O)c1ccc(Cl)cc1 (configuration not stated)	-2%	-2%	3	-2%	0.5%	-18%	0%	0%	1%	0%[46.1 µM]	-21%
Nc1sc2c(c1C(=O)NC1CCS(=O)(=O)C1)CCCC2 (configuration not stated)	-1%	4%	-7	-5%	0.1%	6%	-2%	8%	-16%	0%	4%
CCN(CC1CCCO1)C(=O)CCc1nnc(CCc2ccccc2OC)o1 (configuration not stated)	3%	0%	8	3%	-0.7%	-1%	-5%	-5%	1%	3%	1%
O=C1NCCCN1Cc1ccc(F)cc1	-16%	0%	4	/	-0.5%	-3%	-10%	1%	-3%	-1%	7%

Bioassay records as filed in PubChem BioAssay.

Rows were taken by chance; any-hit rate near 3%.
